# Screens deposited in PubChem BioAssay by Broad Institute.
# INS-1E GSIS act = GLuc luminescence reporter in INS-1E cells, primary screen for activators of glucose-dependent secretion of insulin; INS-1E GLuc reporter insulin secretion, 2-3 h; hit rate 0.61% among 370,000; activation, % at 16.6 µM; AID 743287;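 active = lowest replicate activation of at least 40%, so every replicate reaches that level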;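 note: 0% = median of neutral control wells and 100% = median of IBMX positive control wells; some compounds called inactive have numbers as strong as hits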
# ERAP1 inh = inhibitors of human ERAP1 aminopeptidase. Q9NZ08. recombinant ERAP1, Leu-AMC fluorescence, 60 min. inhibition, % at 10.7 µM. hit rate 0.15% among 340,000;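 active = mean replicate inhibition of at least 30%, or all replicates individually reaching that 30% level; inactive = mean below 30% and not every replicate reaching it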;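 note: 0% = neutral control wells and 100% = L-leucinethiol positive control wells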
# ARNT-TACC3 inh = disruptors of human ARNT/TACC3 interaction. AlphaScreen His-ARNT PAS-B/GST-TACC3 binding, luminescence; TACC3 fragment carries E629A point mutation. inhibition, % at 9.99 µM. hit rate 0.66% among 390,000. Q9Y6A5;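 active = mean inhibition of replicates at least 50% and at least half of replicates each reaching 50%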;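 note: 0% = complete ARNT plus TACC3 wells and 100% = ARNT alone without TACC3; many hits fall short of the cut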
# RAD52 inh = RAD52 (human) annealing inhibition | inhibition, % at 18.7 µM | hit rate 0.46% among 360,000 | recombinant RAD52 DNA annealing, FRET fluorescence | P43351;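 active = every replicate showing at least 50% inhibition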
# Target sequence (P43351 whole entry, looked up): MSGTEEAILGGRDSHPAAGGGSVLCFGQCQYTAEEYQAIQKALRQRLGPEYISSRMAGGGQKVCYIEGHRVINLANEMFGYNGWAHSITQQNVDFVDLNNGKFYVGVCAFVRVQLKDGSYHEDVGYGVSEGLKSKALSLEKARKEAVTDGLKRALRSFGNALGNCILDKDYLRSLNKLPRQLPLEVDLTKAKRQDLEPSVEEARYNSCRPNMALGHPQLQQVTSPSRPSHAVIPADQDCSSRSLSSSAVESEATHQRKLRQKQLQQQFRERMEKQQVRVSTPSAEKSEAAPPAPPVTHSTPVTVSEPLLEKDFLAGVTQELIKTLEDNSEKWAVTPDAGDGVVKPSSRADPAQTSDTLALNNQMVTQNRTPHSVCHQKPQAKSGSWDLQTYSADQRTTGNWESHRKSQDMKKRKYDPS
# Xi reactivation = X-chromosome reactivation activator | XiGFP mouse fibroblasts, % GFP-positive cells imaging, 3 d; cells co-treated with 5-aza-dC sensitizer; scaled so ellipticine positive control = 100% | activation, % at 7.58 µM | hit rate 0.055% among 360,000 | AID 743238;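 active = mean normalized replicate activation at least 10% and every replicate at or above 10%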;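 note: 0% = median of on-plate neutral control wells and 100% = ellipticine 6 µM median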
#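 Schedule: 3 d treatment, 15 min room-temperature fixation; system: 68-5-11 XiGFP fibroblast line; buffer or medium: DMEM plus 5-aza-dC sensitizer; control set: ellipticine 6 µM positive control; compound: one concentration, pinned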
# esBAF inh = SWI/SNF esBAF complex inhibition. hit rate 2% among 350,000. reporter increase, % at 12.5 µM. mouse ES cells, Bmi1-luciferase knock-in reporter, 24 h; 100% = twice the neutral-well signal; in the data active = activation above about 40%;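 note: 0% = median of the plate's neutral control wells and 100% = double that signal; a rise in the Bmi1 reporter signal indicates esBAF inhibition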
# CFTR F508del cor = CFTR F508del correction in bronchial cells | activity (quench increase), % at 7.58 µM | hit rate 0.36% among 350,000 | CFBE cells, YFP halide quenching; stimulated with forskolin plus potentiator P3; % fluorescence drop versus neutral controls;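 active = mean added fluorescence quench of at least 8% versus neutral control, with both replicates also reaching 8%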;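 note: cells transiently co-express mutant CFTR-F508del with the halide-sensitive YFP; corrector assay measuring rescue of mutant channel to the surface after 24 h compound exposure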
# RAD54 branch = blocks human RAD54 Holliday junction branch migration | Q92698 | FAM/BHQ fluorescence | inhibition, % at 10.4 µM | hit rate 0.14% among 360,000 | AID 602329;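 active = mean normalized replicate activity at least 40 and at least half of replicates scoring 40 or more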;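 note: 0% = median of neutral control wells and 100% = median of positive control wells; inhibitors cause a drop in the FAM fluorescence signal; in these data hits start at about 50%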
# An asterisk follows results filed as active; . = no result given; & = joins results of further samples.
SMILES,INS-1E GSIS act,ERAP1 inh,ARNT-TACC3 inh,RAD52 inh,Xi reactivation,esBAF inh,CFTR F508del cor,RAD54 branch
Cc1noc(C)c1COc1ccccc1C(=O)N1CCN(S(=O)(=O)c2ccccc2Br)CC1,-22,1,.,-10,0.5,3,-1.2,-3
COc1ccc(CNc2ncccn2)cc1OC,.,-1,21,4,0.0,.,-2.3,.
COc1cc(OC)cc(-c2c(C#Cc3ccsc3)c3cc(-c4ccc5c(c4)OCCO5)ccc3n2C)c1,.,0,-6,-59,-0.2,-5,-0.5,-5
O=C(N/N=C/c1ccc2c(c1)OCO2)c1cc(-c2ccco2)nc2ccccc12,26,-1,-2,-20,-0.1,3,1.8,-1
CC1CCCC(C)N1C(=O)c1ccccc1 (centres undefined),-5,-1,.,-7,-0.1,.,0.9,.
C[C@@H]1CN([C@@H](C)CO)C(=O)c2cc(C3=CCCCC3)cnc2O[C@@H]1CN(C)C(=O)Nc1ccc(F)cc1,-24,-1,4,3,0.1,10,0.5,4
CC(C)CCNC(=O)CCc1nnc2n(CCCOC(C)C)c(=O)c3ccccc3n12,-2,0,3,-16,0.3,-3,1.7,10
CO[C@H]1CN(C)C(=O)c2cc(NC(=O)C3CCCCC3)ccc2OC[C@@H](C)N(C)C[C@@H]1C,-4,1,-15,1,0.1,-6,-2.9,-3
CCC(=O)N1CC(=O)N2[C@H](C1)[C@@H](c1ccc(C#CCC(C)C)cc1)[C@@H]2CO,10,3,.,-15,0.0,.,1.6,.
O=S1(=O)CCOC[C@H](c2ccccc2)N1Cc1cccc(Cl)c1,.,-2,-2,-8,0.0,1,3.6,-5
N#CCCN(C(=O)CSc1ccc2c(c1)OCCO2)c1ccc(F)cc1,14,.,-4,.,.,-3,.,-1
Cc1sc2nc(SCC(=O)NCCOCCO)nc(N)c2c1C,1,-1,7,2,0.0,-6,-3.0,.
CCOC(=O)C1(Cc2ccccc2C)CCCN(C(=O)c2ccc(CSC)o2)C1 (centres undefined),-58,0,.,-8,0.0,0,1.0,1
CC(Sc1ncnc2c1cnn2-c1ccccc1)C(=O)Nc1ccc(N2CCOCC2)cc1 (centres undefined),-4,1,3,-11,-0.1,14,1.3,-2
Cc1c(C(c2cc3c(cc2Br)OCO3)c2c(C)n(C)n(-c3ccccc3)c2=O)c(=O)n(-c2ccccc2)n1C,-20,3,2,-7,.,-6,4.8,11
COc1ccc(C(=O)/C=C/c2ccc(O)cc2)cc1,-5,-2,1,-18,.,11,-1.5,0
O=C(O)Cc1sc(-c2ccccc2)nc1-c1cccs1,7,-5,2,-20,0.3,.,-4.5,.
Cc1cc(OCc2nnc(SC(C)C(=O)O)n2Cc2ccccc2)ccc1Cl (centres undefined),0,-10,.,-21,0.0,.,-1.6,.
Nc1nonc1-n1nnc(C(=O)N/N=C/c2ccc(Br)cc2)c1CN1CCOCC1,-1,0,11,-20,0.0,-3,0.4,-7
Cn1c(=O)c2cc(NC(=O)Nc3cccnc3)ccc2n1Cc1ccc(Cl)cc1,-9,-5,.,-22,0.0,-3,-0.9,-1
CNCC[C@H](Oc1ccc(C(F)(F)F)cc1)c1ccccc1,.,5,-2,12,0.2,-3,-1.0,-5
Cn1c(N)c(C(=O)COC(=O)c2ccccc2C(=O)c2ccccc2)c(=O)n(C)c1=O,6,0,2,-46,0.2,19,0.8,2
C/C(=N\N=C1/SC(CC(=O)O)C(=O)N1c1ccccc1)c1ccc(C)cc1 (centres undefined),1,4,-2,-14,0.3,3,-3.1,1
COc1cccc(NC(=O)CN(C)C(=O)c2ccc(OCC3CCCO3)cc2)c1 (centres undefined),4,2,2,-9,0.3,4,2.5,-3
CCOC(=O)c1cn(CC)c2cc(Cl)c([N+](=O)[O-])cc2c1=O,-8,.,-8,.,0.0,.,.,5
O=C1CCN(Cc2ccc(O)cc2)CCN1CCO,-1&6,-2&1,.,-12&-14,0.2&0.1,-2,-1.7&1.7,-8
O=C(CN1CCCC1)Nc1c2c(cc3c1CCC3)CCC2,-20,-4,-8,0,0.2,.,-2.8,.
COc1cccc(-c2ccc([C@@H]3[C@H]4CN(S(=O)(=O)c5cn(C)cn5)CCCCN4[C@H]3CO)cc2)c1,6,1,-11,-9,0.0,7,0.2,2
O=C(c1ccc(Cl)c(Cl)c1)N1CCC(=O)N(C(COCc2cccc(Cl)c2)Cc2ccccc2)CC1 (centres undefined),.,2,-27,-7,0.0,2,-3.2,-9
Clc1ccc2nc(CN3CCCc4ccccc43)cn2c1,23&24,-1&-1,19,9&-7,.,-8,1.3,-8
Cn1nc(C(C)(C)C)c([N+](=O)[O-])c1C(=O)NC1CCCCC1,-7,2,-8,-6,0.0,-9,1.0,3
C[C@H]1CN([C@@H](C)CO)S(=O)(=O)c2ccc(-c3ccc(F)cc3)cc2O[C@H]1CN(C)C(=O)C1CCCCC1,-8,-3,1,21,-1.3,-3,3.7,1
COCC(=O)Nc1ccc2c(c1)OC[C@@H](C)N(C(=O)Cc1ccccn1)C[C@@H](C)[C@@H](OC)CN(C)C2=O,-1,0,6,-6,0.0,0,-2.1,-6
CC(C)C(=O)Nc1ccc2c(c1)C(=O)N(C)[C@H]1CC[C@@H](CC(=O)NCCCN(C)C)O[C@@H]1CO2,26,1,-5,8,0.3,1,1.0,-8
Cn1nnc2cc(C(=O)N3CCN(c4ccccn4)CC3)ccc21,0,0,7,-11,.,3,-1.9,2
O=C(NCc1ccccc1)C1CC(=O)N(C2CCCCC2)C1 (centres undefined),4,0,1,7,0.1,-1,-3.1,-3
CC(=O)N1[C@H](CO)[C@H](c2ccccc2)C12CN(C(=O)Cc1ccccc1)C2,-9,-3,.,-7,0.1,.,2.1,.
C/C=C/c1ccc([C@H]2[C@@H](C#N)N(c3nc(CC)cs3)[C@H]2CO)cc1,-2,-4,12,-37,-0.1,4,-1.2,6
NC(=O)N1CCN(CCCN2c3ccccc3Sc3cc(Cl)ccc32)CC1,-15,3,.,-12,-0.3,-7,1.1,5
O=C(Oc1ccc2c(c1)OCC2=O)c1ccc(Cl)cc1,.,1,2,-10,0.0,3,-2.3,8
O=C(Cc1ccncc1)NCC[C@H]1CC[C@@H](NS(=O)(=O)c2ccccc2Cl)[C@@H](CO)O1,-1,1,-6,-12,0.0,-3,2.4,2
CC(=O)c1c(C)nn(CC(=O)NC2CCCN(Cc3ccc(CC(C)C)cc3)C2)c1C (centres undefined),-11,5,-3,-24,0.2,-4,0.9,2
CC1CCC(NC(=O)c2ccc3snnc3c2)CC1 (centres undefined),3,0,0,-9,0.1,24,-1.2,-2
Cc1ccccc1S(=O)(=O)N1[C@H](CO)[C@@H](c2ccc(-c3ccccc3)cc2)[C@@H]1C#N,24,2,-10,-59,0.1,0,0.5,0
Cc1ccc(OCCn2c(C)nc3ccccc32)cc1,-34,5,-1,-10,0.0,-8,2.2,-4
C[C@@H]1CCCCO[C@H](CN(C)Cc2ccc3c(c2)OCO3)[C@@H](C)CN([C@H](C)CO)C(=O)c2cc(NC(=O)Nc3ccc(F)cc3)ccc2O1,-12,-2,7,7,-0.4,-5,0.6,11
CN1C(=O)c2cc(NC(=O)c3ccc(F)c(F)c3)ccc2OC[C@H]2O[C@H](CC(=O)N[C@@H]3CCN(Cc4ccccc4)C3)CC[C@H]21,-7,-3,5,-2,0.1,-1,.,1
COc1cc(NC(=O)c2ccco2)c(OC)cc1NC(=O)Nc1cccc(Cl)c1,4,2,-9,-11,.,-1,-3.0,1
CN(C)c1ccc(-c2ccnc3c2CC(C)(C(=O)NCc2ccncc2)O3)cc1 (centres undefined),9,1,.,-4,0.3,-1,2.5,11
Cc1cccc(C)c1OCc1cc(C(=O)N2CCNC(=O)C2)no1,9,1,21,-3,0.0,10,0.2,4

# Entries of single compounds, looked up by structure.
# CN(C)c1ccc(-c2ccnc3c2CC(C)(C(=O)NCc2ccncc2)O3)cc1 (centres undefined) across the screens: INS-1E GSIS act = 9; ERAP1 inh = 1; ARNT-TACC3 inh = .; RAD52 inh = -4; Xi reactivation = 0.3; esBAF inh = -1; CFTR F508del cor = 2.5; RAD54 branch = 11
# Cc1cccc(C)c1OCc1cc(C(=O)N2CCNC(=O)C2)no1 across the screens: INS-1E GSIS act = 9; ERAP1 inh = 1; ARNT-TACC3 inh = 21; RAD52 inh = -3; Xi reactivation = 0.0; esBAF inh = 10; CFTR F508del cor = 0.2; RAD54 branch = 4

# (continued)
SMILES,INS-1E GSIS act,ERAP1 inh,ARNT-TACC3 inh,RAD52 inh,Xi reactivation,esBAF inh,CFTR F508del cor,RAD54 branch
CCCC(=O)Nc1ccc2c(c1)C(=O)N(C)[C@@H]1CC[C@@H](CC(=O)NCc3ccccc3)O[C@H]1CO2,1,-3,8,-15,-0.1,1,0.3,-9
CCN(CC)CC(=O)Nc1sc(C)c(C)c1C(=O)c1ccc(C)cc1,-42,-3,11,-10,0.5,-2,0.9,-13
O=C(NC(c1ccc(Cl)cc1)c1cnccn1)C1CCN(Cc2cccc(C(F)(F)F)c2)CC1 (centres undefined),-41,-1,.,-71,0.1,4,1.2,1
O=C(C[n+]1cccc(O)c1)Nc1ccc(Br)cc1,29,0,-9,-43,0.1,.,1.7,.
CC1CSc2nnc(CCc3ccccc3)n21 (centres undefined),11,1,.,-13,0.1,-4,-4.5,2
CN(C)CCCNC(=O)[C@@H]1[C@@H](CO)[C@@H]2Cn3c(ccc(-c4cccc(F)c4)c3=O)[C@H]1N2,37,1,.,6,0.1,.,3.6,.
Cc1noc(C)c1NC(=O)N(C)C[C@@H]1Oc2ccc(NC(=O)Nc3cccc4ccccc34)cc2CC(=O)N([C@@H](C)CO)C[C@@H]1C,-3,1,.,4,0.0,-2,-0.3,0
C[C@@H]1CN([C@H](C)CO)C(=O)c2cc(NC(=O)CCC(F)(F)F)ccc2O[C@@H](C)CCCCO[C@@H]1CN(C)C,8,1,-7,-5,0.1,2,-0.5,5
C[C@H](CO)N1C[C@H](C)[C@@H](CN(C)Cc2ccc(-c3ccccc3)cc2)Oc2ccc(NC(=O)C3CCCCC3)cc2CC1=O,-12,3,-10,-19,0.4,-4,1.4,-5
O=C(CCN1CCCCC1)N[C@@H]1CC[C@@H](CCNC(=O)c2cc(Cl)cc(Cl)c2)O[C@H]1CO,0,-1,-20,-5,0.7,1,5.5,3
COc1ccc(CNC(=O)C[C@H]2C=C[C@H](NC(=O)c3cccc(F)c3)[C@@H](CO)O2)cc1,4,-1,-9,-3,0.5,0,-0.3,-2
C[C@H](CO)N1C[C@H](C)[C@@H](CN(C)Cc2ccc(C(=O)O)cc2)Oc2ncc(-c3ccccc3)cc2C1=O,13,2,4,15,-1.1,-2,-1.3,1
CC(C)NC(=O)N(C)C[C@H]1Oc2ccc(NC(=O)Nc3ccc(C(F)(F)F)cc3)cc2C(=O)N([C@H](C)CO)C[C@@H]1C,0&-15,-1&4,-13&0,-2&-15,-1.0&0.0,4&-15,-1.0&-2.3,5&-3
CS(=O)(=O)N(CC(=O)Nc1ccccc1)c1cccc(Cl)c1Cl,-19,11,.,-2,0.0,.,-3.4,.
Cc1ccc(Cl)cc1N1CCN(C(=O)C2CCC(=O)N2C(C)C)CC1 (centres undefined),.,-3,-11,-7,0.4,-3,-0.7,-15
CC(=O)N1CCN(c2ccc(NCc3ccc(Br)o3)cc2)CC1,-7,5,0,-14,0.1,7,1.4,3
NS(=O)(=O)c1ccc(CCNC(=O)c2cc3ccccc3s2)cc1,0,-3,-28,-28,0.1,4,6.0,2
CC(=O)c1sc(-c2ccccc2Cl)nc1C,8,-3,-2,-11,-0.1,.,-3.0,.
